# From PubChem BioAssay
# GPR7 antagonist: human neuropeptides B/W receptor 1 antagonism. 290,000 compounds, 1.1% hits. AID 1861. GPR7-expressing cells, fluorescence antagonist assay. P48145. inhibition, % at 4.4 µM; in the data active = inhibition above about 16%, passing the limit was not always enough;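 note: cells stimulated with the agonist NPW; 0% = agonist with vehicle and 100% = vehicle without agonist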
# M18AAP inhibitor: blocks P. falciparum M18 aspartyl aminopeptidase | AID 1822 | recombinant PfM18AAP, H-Glu-NHMec fluorogenic cleavage | inhibition, % at 7.35 µM | 290,000 compounds, 1.2% hits;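 active = inhibition above the campaign mean inhibition over all tested compounds plus 3 SD, cut at about 28% in these data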;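 note: 0% = plate median of test compound wells and 100% = 2 mM ZnCl2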
# VIM-2 inhibitor: inhibitors of Pseudomonas aeruginosa VIM-2 metallo-beta-lactamase. purified VIM-2, nitrocefin hydrolysis, epi-absorbance fluorescence. AID 1527. inhibition, % at 5.6 µM. 290,000 compounds, 0.89% hits;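 active = inhibition above the mean of all tested compounds plus 3 SD, cutoff set per screening run, cut at about 7.5% in these data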;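 note: red hydrolysis product quenches plate fluorescence so inhibitors raise well fluorescence; 0% = enzyme with DMSO and 100% = DMSO without enzyme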
# IDE cell inh: cellular human IDE inhibition. P14735. HEK cells, FAbetaB cleavage, fluorescence polarization. inhibition, % at 5.59 µM. 320,000 compounds, 0.41% hits;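 active = percent inhibition above the average of all tested compounds plus 3 SD, set per screening campaign, cut at about 16% in these data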;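 note: IDE supplied by intact live HEK cells; FP after avidin binding of uncleaved biotin substrate so inhibition keeps polarization high; 0% = DMSO wells and 100% = 60 µM reference IDE inhibitor Ii1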
# pCIP destab: compounds decreasing mouse p/CIP protein stability. AID 1984. 290,000 compounds, 0.01% hits. F442A p/CIP-EGFP cells, EGFP fluorescence, 16 h. decrease of EGFP signal, % at 10 µM. Q05BA5;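 active = EGFP signal decrease of at least 30% at 10 µM or well 3 SD below plate mean, unless failing retest; inactive = the rest, including hits failing retest or dose response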; note: some compounds called inactive have numbers as strong as hits; many of its hits are not listed in these tables
# Target sequence (Q05BA5 1-1403): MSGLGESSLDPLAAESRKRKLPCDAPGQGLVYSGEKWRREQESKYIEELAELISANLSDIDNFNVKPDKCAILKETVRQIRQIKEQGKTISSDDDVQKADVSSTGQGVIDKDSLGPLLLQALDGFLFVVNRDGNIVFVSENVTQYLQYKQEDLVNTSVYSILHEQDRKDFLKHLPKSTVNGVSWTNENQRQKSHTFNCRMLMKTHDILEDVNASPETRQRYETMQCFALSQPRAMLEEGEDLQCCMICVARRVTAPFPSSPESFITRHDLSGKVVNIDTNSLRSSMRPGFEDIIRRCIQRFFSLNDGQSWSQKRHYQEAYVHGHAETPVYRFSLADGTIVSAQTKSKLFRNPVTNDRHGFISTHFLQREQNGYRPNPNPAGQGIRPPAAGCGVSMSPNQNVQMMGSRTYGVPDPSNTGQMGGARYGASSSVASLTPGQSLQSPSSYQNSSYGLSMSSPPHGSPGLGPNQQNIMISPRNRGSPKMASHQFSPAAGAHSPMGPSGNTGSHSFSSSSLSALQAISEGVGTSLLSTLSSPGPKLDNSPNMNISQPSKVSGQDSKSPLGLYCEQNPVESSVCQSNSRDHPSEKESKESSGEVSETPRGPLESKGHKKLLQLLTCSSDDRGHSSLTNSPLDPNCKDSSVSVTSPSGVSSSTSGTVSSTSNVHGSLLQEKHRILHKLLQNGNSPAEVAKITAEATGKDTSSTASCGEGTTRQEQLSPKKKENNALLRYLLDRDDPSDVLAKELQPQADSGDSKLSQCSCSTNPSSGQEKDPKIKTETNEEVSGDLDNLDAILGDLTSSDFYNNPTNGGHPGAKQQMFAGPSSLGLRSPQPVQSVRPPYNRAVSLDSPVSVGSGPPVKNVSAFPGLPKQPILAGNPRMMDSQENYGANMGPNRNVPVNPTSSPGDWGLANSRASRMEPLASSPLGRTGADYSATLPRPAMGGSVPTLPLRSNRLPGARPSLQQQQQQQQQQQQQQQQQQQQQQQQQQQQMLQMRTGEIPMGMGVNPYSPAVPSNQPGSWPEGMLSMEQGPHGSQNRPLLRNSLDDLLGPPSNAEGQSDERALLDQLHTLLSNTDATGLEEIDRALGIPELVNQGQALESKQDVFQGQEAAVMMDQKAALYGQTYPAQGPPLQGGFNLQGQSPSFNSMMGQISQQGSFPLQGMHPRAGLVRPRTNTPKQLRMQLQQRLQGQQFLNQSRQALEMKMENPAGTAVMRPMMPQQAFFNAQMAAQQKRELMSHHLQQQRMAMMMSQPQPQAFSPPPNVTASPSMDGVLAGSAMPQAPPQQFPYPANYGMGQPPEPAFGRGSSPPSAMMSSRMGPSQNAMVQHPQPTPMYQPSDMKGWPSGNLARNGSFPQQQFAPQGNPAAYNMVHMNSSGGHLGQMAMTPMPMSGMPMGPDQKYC
# NALP1 inh: blocks the NALP1 inflammasome reconstituted in yeast. 280,000 compounds, 0.61% hits. inhibition, % at 10 µM. AID 2071. S. cerevisiae NALP1/ASC/caspase-1 growth, X-gal OD620, 72 h; in the data active = inhibition mostly above about 24%, no sharp cut-off; inactive = mostly below about 32%; note: some compounds called inactive have numbers as strong as hits
# PHOSPHO1 block: PHOSPHO1 (human) inhibition | Q8TCT1 | recombinant PHOSPHO1, absorbance phosphatase assay | inhibition, % at 13.3 µM | 290,000 compounds, 1.1% hits; in the data active = inhibition above about 60%
# IDE act: activators of human insulin-degrading enzyme in cells; P14735; HEK cells, FAbeta-B cleavage, fluorescence polarization; 0% vehicle, 100% cell-free pure enzyme wells; activation, % at 5.96 µM; 340,000 compounds, 0.073% hits;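 active = activation above the mean of all tested compounds plus 3 SD, set per screening campaign, cut at about 17% in these data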
# IMP-1 inhibitor: blocks Pseudomonas aeruginosa IMP-1 metallo-beta-lactamase. purified IMP-1, nitrocefin hydrolysis, epi-absorbance fluorescence. inhibition, % at 5.6 µM. 290,000 compounds, 0.45% hits;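 active = inhibition above the mean plus 3 SD of all compounds in the same screening run, cut at about 4.5% in these data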;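 note: 0% = IMP-1 with DMSO and 100% = DMSO wells lacking enzyme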
#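 system = purified recombinant IMP-1 beta-lactamase | amount = 0.2 nM IMP-1, as dispensed | medium = HEPES buffer pH 7.1 with ZnSO4 and Brij 35 | times = 25 °C, 15 min preincubation, 25 min reaction | detection = plate fluorescence quenching by hydrolysis product, ex 480/em 530 nm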
# An asterisk follows results filed as active; · = not tested or not shown.
GPR7 antagonist,M18AAP inhibitor,VIM-2 inhibitor,IDE cell inh,pCIP destab,NALP1 inh,PHOSPHO1 block,IDE act,IMP-1 inhibitor,compound
-4,7,-4.5,5,11,30,10,-4,-2.1,Cc1cc(C(=O)CSc2nnc(Cc3ccccc3)o2)c(C)n1Cc1ccc2c(c1)OCO2
-3,-2,-1.3,-3,-16,-20,15,2,-2.3,O=C(c1ccco1)N1CCN(S(=O)(=O)c2cccc([N+](=O)[O-])c2)CC1
2,-5,-2.7,-2,-5,-5,9,2,-3.8,O=C(NCC1CCCO1)C1CC(=O)N(C2CCCCCC2)C1 (centres undefined)
-11,3,2.9,1,-21,4,0,4,-2.2,CN1CCN(c2nnc(-c3cccs3)c3ccccc23)CC1
3,-11,0.8,2,4,17,19,2,-0.8,CCOC(=O)c1ccc(NC(=O)CN2C(=O)CN(C(C)=O)C2=S)cc1
-1,7,-7.5,4,-8,3,12,-1,-1.1,Cn1cccc1-c1cc(C(=O)N/N=C/c2ccccc2Cl)[nH]n1
-13,5,-3.1,2,-5,-13,-4,-1,-4.3,COc1ccc(N(CC(=O)N2c3ccccc3CC2C)S(=O)(=O)c2c(C)nn(C)c2C)cc1 (centres undefined)
-14,1,-1.0,3,-20,0,·,2,-2.9,O=C(NCCN1CCCCC1)Nc1cccc(F)c1
-6,1,-2.1,2,2,-1,-10,3,-1.8,CCCOc1ccc(C(=O)N2CCCC2C(=O)O)cc1 (centres undefined)
-9,7,-1.3,7,-5,6,-4,0,-2.2,NCC12CC3CC(C1)CC(CN)(C3)C2
4,-3,-4.8,0,-18,-10,47,1,-3.2,NS(=O)(=O)c1ccc(NC(=O)COC(=O)COc2ccc(Cl)cc2)cc1
12,1,-2.7,1,-19,26,7,4,-3.0,Cc1cc(C)cc(NC(=O)/C=C/c2ccc([N+](=O)[O-])s2)c1
-9,5,-3.1,2,-12,-8,49,6,-4.8,OCCC1CN(CCCn2cccn2)CCN1Cc1ccccc1 (centres undefined)
11,2,-6.5,3,-33,8,4,4,-3.1,Cc1nc(CNS(=O)(=O)c2ccc(Oc3ccccc3)cc2)cs1
-10,-3,-0.9,1,3,3,-7,2,-2.5,COc1cc(C)ccc1OCCOCCOc1ccccc1Br
16,5,1.4,-7,-3,8,8,8,0.8,Cc1cc(OCC(=O)NC(C)C)ccc1Cl
-5,-1,-1.7,-3,-11,30,-20,2,0.0,CCOC(=O)C(C)Sc1ncnc2c1c(-c1ccccc1)cn2-c1ccc(OC)cc1 (centres undefined)
-9,1,-2.8,1,-7,21,-10,4,-2.5,Cc1ccc(S(=O)(=O)NC2c3cccc4cccc(c34)C2Sc2nc(C)cc(C)n2)cc1 (centres undefined)
-4,2,-1.4,3,1,28,33,3,-0.8,NCC(=O)c1cccc2ccc[n+]([O-])c12
-4,0,-0.9,2,6,0,41,2,-2.0,COc1ccc(CNC2CC(C)N(C)CC2C)cc1OC (centres undefined)
-6,-1,-0.9,-4,0,-8,-3,-1,-1.6,Cn1c(=O)c2c(nc(SCC(=O)c3ccc(F)cc3)n2C)n(C)c1=O
5,6,-0.3,2,·,·,·,-8,0.2,Cc1ccc(/C=N/NC(=O)CC2N=C(Cc3ccccc3)NNC2=O)cc1 (centres undefined)
0,-11,0.9,2,-1,11,12,7,-0.1,C#CCN1C(=O)C(O)(CC(=O)c2ccc(OC)c(OC)c2)c2ccccc21 (centres undefined)
-8,-1,-0.8,2,8,6,-5,0,-2.1,CN1C2CCC1CC(NC(=O)CSCc1ccc(Cl)cc1Cl)C2 (centres undefined)
-5,4,-2.6,1,6,·,39,2,-1.6,O=C(Nc1nccs1)C1CCCCN1S(=O)(=O)c1ccccc1 (centres undefined)

# Some values from the list.
# Reading for `CCCOc1ccc(C(=O)N2CCCC2C(=O)O)cc1` (centres undefined) under pCIP destab: 2
# Reading for `CN1CCN(c2nnc(-c3cccs3)c3ccccc23)CC1` under IMP-1 inhibitor: -2.2
# Reading for `OCCC1CN(CCCn2cccn2)CCN1Cc1ccccc1` (centres undefined) under IMP-1 inhibitor: -4.8

# The list continues:
GPR7 antagonist,M18AAP inhibitor,VIM-2 inhibitor,IDE cell inh,pCIP destab,NALP1 inh,PHOSPHO1 block,IDE act,IMP-1 inhibitor,compound
1,1,1.9,-7,-4,·,15,3,0.9,N=c1sccn1CC(=O)Nc1ccc([N+](=O)[O-])cc1Cl
-11,1,3.6,-1,-6,-1,49,7,-0.8,COc1ccc(NC(=O)c2cccc3cccnc23)cc1S(N)(=O)=O
-16,-9,2.8,-3,-2,28,34,·,2.3,O=C(CCCCCN1C(=O)c2cccc3cccc(c23)C1=O)NCc1ccco1
-9,-5,-5.8,7,-8,-13,44,6,-3.8,COc1ccc(CCNC(=O)CN(c2ccc(OC)cc2)S(C)(=O)=O)cc1
17,4,0.1,0,-1,5,3,-1,-2.5,CS(=O)(=O)Nc1ccc(C(=O)N2CCN(c3ccccc3)CC2)cc1
-3,-2,-2.6,-3,-2,4,37,2,-1.7,Cc1ccc(C(=O)N/N=C\c2cccnc2)s1
8,-3,-1.0,3,10,1,0,1,-0.1,COCC(C)NS(=O)(=O)c1ccc(C(=O)NCCCn2ccc3ccccc32)cc1 (centres undefined)
1,-5,-3.4,-5,-16,21,3,-2,-1.0,CCCCN(CC)CCCNC(=O)C1c2ccccc2C(=O)N(C)C1c1cn(C)c2ccccc12 (centres undefined)
4,-2,1.7,6,3,9,13,3,-0.4,Cc1cc(Cl)ccc1NC(=S)NCC(O)c1ccccc1 (centres undefined)
-11,-1,-2.4,-2,-14,9,13,6,-3.1,CSCC[C@H](NC(=O)OC(C)(C)C)c1nnc(SCc2ccc(F)cc2)o1
-13,20,-2.3,·,1,-4,3,0,-2.0,Cc1cc(C)c(S(=O)(=O)Nc2ncn[nH]2)c(C)c1
-12,7,-2.2,0,-14,31,-1,6,0.1,O=C(NC(=S)Nc1ccc(N2CCOCC2)cc1)c1cncc(Br)c1
-3,1,-1.1,-4,6,14,9,3,-4.3,CN(C)c1ccnc(C(=O)O)c1
-4,4,-2.4,0,-8,-13,43,5,-6.0,COC(=O)c1cc(C(=O)N2CCN(c3ncccn3)CC2)cc([N+](=O)[O-])c1
-10,7,-4.6,1,-12,-4,20,-3,-3.5,O=C(Nc1ccccc1)c1nsnc1C(=O)Nc1ccccc1
-13,-17,-0.1,5,-9,4,-34,3,-0.7,CCOc1ccccc1NC(=O)N1CCC(NC(=O)c2ccccc2C)CC1
-14,7,-4.7,1,-3,·,17,2,-3.5,CC(/C=C/c1ccccc1)=N\NC(=O)Cn1cncn1
-16,-1,-2.2,4,1,1,32,5,-2.3,O=C(COC(=O)CNC(=O)c1ccccc1)Nc1ccc(S(=O)(=O)N2CCOCC2)cc1
-1,-8,-3.3,-3,-6,9,37,1,-1.0,COC(=O)[C@H](Cc1c[nH]c2ccccc12)NC(=O)NCc1ccc(OC)cc1
6,6,-4.1,1,-7,3,7,-3,0.3,Cc1cc(C)c2oc(-c3ccc(Cl)c(NC(=O)c4ccc(C#N)cc4F)c3)nc2c1
-15,4,-2.1,-2,-1,2,16,3,-2.6,COc1cccc(CNn2c(-c3cccc(C)c3)nc3ccccc3c2=O)c1O
2,-3,0.0,2,0,15,13,3,-0.7,CC(NC(=O)Nc1ccc(F)cc1)C(c1cccs1)N1CCCC1 (centres undefined)
-13,-88,-3.0,4,0,-1,11,5,-2.1,O=C(c1cccs1)N1CCN(C(=O)N2CCOCC2)CC1
4,12,1.8,0,6,14,37,6,-0.7,Cc1ccc2oc(C(=O)NCC(c3ccco3)N3CCCC3)c(C)c2c1 (centres undefined)
-20,-3,-2.7,4,0,-11,39,2,-4.4,COc1ccc(/C=C2\SC(=S)N(CCC(=O)N(CCO)Cc3ccccc3)C2=O)cc1OC
-7,0,0.3,2,-1,10,-24,2,0.1,CCCCN(CC)CCCNC(=O)c1cn(CC)c2ccc(S(=O)(=O)N3CCc4ccccc4C3)cc2c1=O
0,15,3.6,1,-20,3,32,5,-2.5,Cc1ccc(C)c(OCC(=O)Nc2ccc(N3CCOCC3)cc2)c1
-4,-2,0.5,5,2,-9,16,4,-2.6,O=C(CSc1nc(-c2ccco2)cc(C(F)(F)F)n1)NCCc1ccccc1
5,-3,0.9,2,4,-1,-34,1,-1.5,CCOC(=O)C1(Cc2cccc(OC)c2)CCCN(C(=O)CCSC)C1 (centres undefined)
-5,-3,0.2,1,5,16,24,4,-2.9,NC1=C(Br)C(=O)c2ccccc2C1=O
-1,12,-2.1,-2,-12,4,21,-4,-5.8,O=C(NNc1c2ccccc2nc2ccccc12)c1ccc(O)cc1O
-11,-8,-2.0,-1,-2,5,16,1,-1.7,COc1ccc(OCC(O)CN(C2CCCCC2)C2CCCCC2)cc1 (centres undefined)
-7,-1,-4.0,0,-15,-3,4,4,-2.3,NNC(=O)c1ncoc1-c1ccc(Cl)cc1
·,·,·,0,3,-3,13,5,·,Cc1ccc(C2(COC(=O)C(C)C)CO2)c(OC(=O)C(C)C)c1 (centres undefined)
-13,0,0.1,-2,-6,22,15,7,0.7,COc1ccc(NS(=O)(=O)c2ccc(OC)c3ccccc23)cn1
-11,1,-4.7,4,-21,31,10,1,-2.0,COc1cc(OC)c2c(c1)OC(c1ccc(OC)c(OC)c1)C(O)C2=O (centres undefined)
-28,-7,-0.7,-4,-10,9,31,5,-0.6,C=CCN(c1nc(C)c(Br)c(OC)n1)S(=O)(=O)c1ccc(C)cc1
-6,-1,0.7,7,3,31,-15,0,-0.6,O=C1CCCC/C1=N\Nc1ccc(OCc2ccccc2)cc1
-4,0,-0.7,-2,-1,·,27,0,-1.7,COC(=O)c1sccc1NC(=O)CC1C(=O)NCCN1C(=O)c1ccccc1 (centres undefined)
-15,-2,5.1,5,-21,-12,52,7,0.0,CC1(C)CN(c2ccccc2)N(C(=O)c2ccc(C#N)cc2)C1=O
0,-1,13*,2,-2,38,14,6,-0.6,COC(=O)c1ccccc1Nc1cc(C)nc2nc(C)nn12
-8,-10,0.8,3,1,24,2,0,-4.1,CC(C)[C@H](NC(=O)c1ccccc1)C(=O)OCC(=O)Nc1ccc2c(c1)OCCO2
-1,18,2.7,-6,3,10,33,10,1.7,Cc1cc(C(=O)NNc2ccc(Cl)cc2)no1
-14,-1,-0.4,3,-3,·,45,6,-2.9,Cc1c(OCC(=O)NC(Cc2c[nH]c3ccc(O)cc23)C(=O)O)ccc2c3c(c(=O)oc12)CCC3 (centres undefined)
-6,6,-1.9,-2,3,41,-5,0,-1.6,CCOC(=O)N1CCN(C(=O)/C(=C/c2ccc(Br)cc2)NC(=O)c2ccc(OC)cc2)CC1
7,7,0.0,0,8,8,37,4,-0.3,Cc1ccc(S(=O)(=O)N2CCCCC2)cc1C(=O)Nc1cccnc1
-7,-4,-0.5,3,2,-56,2,-3,0.9,Cc1ccc(OCCNS(=O)(=O)c2ccc(N3CCCC3=O)cc2)cc1

# Random excerpt: 2 entries already listed
GPR7 antagonist,M18AAP inhibitor,VIM-2 inhibitor,IDE cell inh,pCIP destab,NALP1 inh,PHOSPHO1 block,IDE act,IMP-1 inhibitor,compound
-13,0,0.1,-2,-6,22,15,7,0.7,COc1ccc(NS(=O)(=O)c2ccc(OC)c3ccccc23)cn1
-7,-4,-0.5,3,2,-56,2,-3,0.9,Cc1ccc(OCCNS(=O)(=O)c2ccc(N3CCCC3=O)cc2)cc1
